# High-throughput results: PubChem BioAssay, several laboratories
# HSF1 inhib: HSF1 inhibition; 300,000 compounds, 0.77% hits; AID 2098; activity change, negative = inhibition, % at 7.5 µM (by protocol); NIH3T3-HGL HSE-luciferase, MG132-induced, luminescence 8 h; active compounds read low;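 active means more than half of replicate wells show activity change below -50%, luminescence cut by over half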;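 further: luciferase reports HSF-1 transcriptional activity via heat shock element; 0% = median of DMSO wells and -100% = zero luminescence signal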
# IEC-6 tox: counter-screen for KLF5 inhibitors: cytotoxicity in IEC-6 cells; IEC-6 cytotoxicity, luminescence viability; inhibition, % at 5 µM; 290,000 compounds, 0.78% hits; in the data active means inhibition above about 22%;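 further: 0% = plate median of test compound wells and 100% = cytotoxic reference compound wells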
# KLF5 inh: inhibitors of KLF5 expression | DLD-1 KLF5 promoter-luciferase reporter, luminescence | inhibition, % at 5 µM | 290,000 compounds, 0.23% hits | AID 1700;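 active means inhibition above a per-plate limit of that plate's mean compound inhibition plus 3 SD, cut at about 60% in these data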;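 further: 0% = DMSO wells and 100% = LY294002 at 200 µM; higher means less KLF5 promoter-driven luciferase light; inactives centre near -14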
# HSP90 refold inh: HSP90 refolding inhibition in rabbit reticulocyte lysate. 290,000 compounds, 0.91% hits. luciferase refolding luminescence, 3 h. inhibition, % at 5.6 µM;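 active means inhibition above the screen-wide mean plus 3 SD, computed separately per campaign, cut at about 16% in these data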;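 further: 0% = DMSO wells and 100% = 60 µM geldanamycin wells; inhibitors lower the luminescence because luciferase stays unfolded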
# HSF1 activator: increases HSF-1 driven luciferase reporter signal | NIH3T3-HGL HSF-1 luciferase reporter, MG132, 8 h; 100% = twice DMSO control signal | activation, % at 9 µM | 300,000 compounds, 1.7% hits | AID 504408;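 active means mean replicate activation of at least 50% with a set share of replicates each reaching 50%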;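 further: 0% = median of the neutral control wells and 100% = twice that signal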
# AI-2 QS mod: Vibrio harveyi AI-2 quorum sensing modulation; Vibrio harveyi JMH597 AI-2 luminescence/OD600 ratio, 9 h; active compounds read low; strain lacks LuxN and CqsS sensors; 0 = neutral-control median; activity change, % at 7.5 µM; 300,000 compounds, 0.4% hits; AID 2094; in the data active means activity change below about -75%, passing the limit was not always enough;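 further: luminescence divided by OD600 gain over 9 h not by final OD600 alone; inactives centre near 13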
# aSyn 5UTR inh: 5' untranslated region of α-synuclein, MLPCN primary screen. alpha-synuclein 5'UTR reporter, inhibitor activity. inhibition, % (tested at 7.5 µM). 300,000 compounds, 0.82% hits; in the data active means inhibition above about 60%;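 further: H4 neuroglioblastoma cells stably carrying SNCA 5'UTR luciferase fusion; 0% = DMSO wells and 100% = positive control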
# HIF activator: HIF pathway transcriptional activation. 300,000 compounds, 0.32% hits. activation, % at 7.5 µM (by protocol). U2OS HRE-luciferase reporter, luminescence; normalized: DMSO 0%, desferrioxamine 100%. AID 1910;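 active means mean activation of at least 10% of the iron chelator positive control signal, with at least half of replicates also reaching 10%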
# Platelet DG rel: modulates dense granule release in human platelets; human platelet-rich plasma, SFLLRN dense granule ATP release, luminescence; inhibition, %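 (compounds screened at 7.5 µM in platelet-rich plasma)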; 300,000 compounds, 0.22% hits; AID 1663;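 active means mean replicate score, as percent of positive control, at or above 50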
# HDAC3 inhib: inhibitors of human histone deacetylase 3. O15379. recombinant HDAC3, fluorogenic peptide/trypsin coupled, fluorescence. AID 2718. inhibition, % at 8.3 µM. 320,000 compounds, 0.15% hits; in the data active means inhibition above about 26%, passing the limit was not always enough
# Target sequence (O15379 whole entry, looked up): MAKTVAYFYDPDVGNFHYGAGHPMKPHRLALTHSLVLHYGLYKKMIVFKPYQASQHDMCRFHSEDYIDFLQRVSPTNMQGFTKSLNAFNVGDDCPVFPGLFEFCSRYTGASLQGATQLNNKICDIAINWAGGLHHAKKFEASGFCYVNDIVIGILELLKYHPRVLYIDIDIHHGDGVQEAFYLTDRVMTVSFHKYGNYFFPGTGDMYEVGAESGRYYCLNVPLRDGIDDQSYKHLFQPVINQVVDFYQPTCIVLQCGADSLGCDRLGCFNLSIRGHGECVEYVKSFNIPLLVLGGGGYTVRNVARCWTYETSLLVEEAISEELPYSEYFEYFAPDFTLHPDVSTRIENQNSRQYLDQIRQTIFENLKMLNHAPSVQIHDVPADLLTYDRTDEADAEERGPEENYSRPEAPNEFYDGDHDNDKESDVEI
# * hit, by the source's call; / = no result given.
SMILES,HSF1 inhib,IEC-6 tox,KLF5 inh,HSP90 refold inh,HSF1 activator,AI-2 QS mod,aSyn 5UTR inh,HIF activator,Platelet DG rel,HDAC3 inhib
CCOc1ccc(N(CC(=O)N2CCN(c3ccccc3)CC2)S(=O)(=O)c2c(C)noc2C)cc1,-1,1,-31,0,-6,25,-17,/,-11,-1
O=C1c2cccnc2C(Nc2ccc(Br)cc2)N1Cc1cccs1 (stereo unspecified),10,0,-6,0,15,14,15,-0.2,-7,3
O=C(Nc1cc(S(=O)(=O)N2CCCC2)ccc1OCC(F)(F)F)c1ccc(F)cc1,4,-7,-10,1,-3,18,35,-0.1,-15,12
COc1ccc(C(=O)N(C)C2CCCCC2)cc1OC1CCN(C(C)C)CC1,-4,2,-6,0,13,1,2,0.1,-9,-3
COc1ccc(-c2csc(NC(=O)CCCc3cccs3)n2)cc1,-4,-2,-18,-1,-11,23,-39,0.3,2,4
O=C(CCC(=O)N(CC(=O)NC1CCCC1)C1CCCCC1)Nc1ccccn1,-6,-2,-17,-1,5,11,7,-0.2,4,2
CC(C)(C)c1nn2cnnc2n(/N=C/c2ccccc2)c1=O,-4,-1,-23,3,-2,33,17,-0.5,-5,8
CC(C)COc1ccc(C(=O)N/C(=C\c2cccc([N+](=O)[O-])c2)C(=O)OC(C)C)cc1,15,1,-9,-2,12,16,-3,0.1,11,-1
C/C(N)=C(/C#N)C(=O)CSc1nc2ccccc2c(=O)n1-c1ccc(C)cc1,3,11,-15,3,11,-1,-39,-0.2,-4,5
CNC(=O)CSc1nc2[nH]ncc2c(=O)[nH]1,-7,6,-13,4,-3,14,-1,-0.1,0,-7
COc1cccc(C(=O)Nc2sc3c(c2C#N)CCN(C(C)=O)C3)c1,-7,77*,74*,4,10,31,-14,1.7,-11,7
O=C1c2ccccc2C(O)N1CCN1CCOCC1 (stereo unspecified),-7,3,-20,1,-8,11,6,0.1,53*,/
COc1ccc(N(CC(=O)O)S(=O)(=O)c2ccccc2[N+](=O)[O-])c(OC)c1,-6,-2,-6,3,-11,20,-13,-0.1,-1,1
COCCN(C(=O)COC(=O)c1cc(C)oc1C)c1c(N)n(Cc2ccccc2)c(=O)[nH]c1=O,-4,/,/,/,7,46,16,-0.4,-5,8
Cc1ccc(S(=O)(=O)N2CCCCC2)cc1C(=O)Nc1cccnc1,1,0,-42,2,-7,29,7,-0.1,-4,/
CCC(C(=O)NC(C)(C)C)N(C(=O)c1ccc(Cl)nc1)C1CCCC1 (stereo unspecified),0,-3,-10,4,-10,14,-10,-0.3,0,2
O=C(NCC(=O)N1CCC(Cc2ccccc2)CC1)c1ccc(Cl)cc1,-3,-7,-28,-1,7,11,-4,0.2,21,8
COc1ccc(-n2nc(C(=O)NCC(=O)N(C)Cc3ccccc3)c3ccccc3c2=O)cc1,-4,1,-36,0,-16,29,9,-0.2,0,3
CC(C)OP(=O)(OC(C)C)C(O)c1ccc(N(C)C)cc1 (stereo unspecified),-3,5,3,2,0,-6,-6,-0.6,-13,-1
O=C(CCCSc1nc2ccccc2[nH]1)NCc1ccccc1F,12,-1,-2,-3,13,35,2,0.0,2,4
Cc1cc(NC(=O)COC(=O)c2cc([N+](=O)[O-])ccc2N2CCOCC2)ccc1Br,6,/,/,/,5,42,12,0.1,-7,0
Cc1cc2ccccc2n2c(SCC(=O)Nc3ccc(S(=O)(=O)N4CCC(C)CC4)cc3)nnc12,-2,0,0,-3,-5,3,17,0.0,6,-1
Cc1ccc(NC2c3ncccc3C(=O)N2Cc2cccs2)cc1C (stereo unspecified),5,3,-34,4,7,17,-1,0.5,2,-2
COc1cc2nc(C3CC3)n(NC(=O)c3ccc(F)cc3)c(=O)c2cc1OC,-7,4,4,-2,-7,12,7,0.2,-1,4
CC(C)c1ccc(/C=N/N2CCN(c3ccccn3)CC2)cc1,5,-1,-39,1,11,15,-122,1.8,19,4
CCOc1ccccc1C(=O)N(Cc1ccc(C)o1)C1CCS(=O)(=O)C1 (stereo unspecified),-1,10,-4,2,1,4,-3,/,1,9
COc1ccccc1C(=O)Oc1ccc(C(C)C)cc1,-3,-3,-14,5,1,18,-33,0.3,3,-6
O=C(Nc1ncc(Cc2cccc(Cl)c2)s1)c1cccs1,28,11,-44,0,21,20,-192,1.3,1,-9
CCC1(C(=O)OC)NC(c2ccco2)C2C(=O)N(c3ccc(F)cc3)C(=O)C21 (stereo unspecified),2,-2,-28,-2,12,0,-3,1.1,3,0
O=C(O)C1CCN(C(=O)CSc2nc3ccccc3c(=O)n2-c2ccc(Cl)cc2)CC1,-2,-3,11,-7,29,21,-6,-2.0,3,-5
COc1ccc(CCC(=O)N2c3ccccc3CC2C)cc1 (stereo unspecified),6,1,-4,1,29,7,-53,1.1,2,-5
CCCOc1ccc(CSc2ncn[nH]2)cc1,11,-4,-60,-3,27,19,-54,2.2,-7,8
C=CCOc1ccc(C2NC(=O)NC(C)=C2C(=O)OC)cc1 (stereo unspecified),22,7,-32,2,5,37,-6,-1.5,0,/
COc1ccc(NC(=O)CCCn2c(=O)c3sccc3n(Cc3cccc(C)c3)c2=O)cc1,2,4,-10,0,-6,11,28,-0.1,4,-1
O=C(N/N=C/c1cccc([N+](=O)[O-])c1)C1CC(=O)N(c2ccc(F)cc2)C1 (stereo unspecified),11,-11,-26,3,-8,15,16,-0.6,0,-1
Cc1c(C(=O)N2CCc3ccccc3C2)oc2ccc(Br)cc12,37,/,/,/,9,19,-35,0.8,5,-15
CCc1noc(C)c1C(=O)Oc1ccc(N(C)S(=O)(=O)c2ccc(C)c(C)c2)cc1,1,/,/,/,-17,17,0,-0.1,2,-2
S=C(NCc1ccccc1)Nc1cccc(Cl)c1,/,0,-12,-4,/,-78*,20,/,1,-2
CCCCn1c(N)c(N(CCC(C)C)C(=O)COC(=O)c2ccco2)c(=O)[nH]c1=O,-4,-2,0,1,8,11,13,0.0,-4,-1
CCOc1ccc(NC(=O)Nc2cnccn2)cc1,-4,-5,-11,-4,1,-2,-52,0.4,5,2

# 3 compounds already listed, ordered by molecular weight, ascending.
SMILES,HSF1 inhib,IEC-6 tox,KLF5 inh,HSP90 refold inh,HSF1 activator,AI-2 QS mod,aSyn 5UTR inh,HIF activator,Platelet DG rel,HDAC3 inhib
CCOc1ccc(NC(=O)Nc2cnccn2)cc1,-4,-5,-11,-4,1,-2,-52,0.4,5,2
CC(C)c1ccc(/C=N/N2CCN(c3ccccn3)CC2)cc1,5,-1,-39,1,11,15,-122,1.8,19,4
Cc1ccc(NC2c3ncccc3C(=O)N2Cc2cccs2)cc1C (stereo unspecified),5,3,-34,4,7,17,-1,0.5,2,-2

# Following part.
SMILES,HSF1 inhib,IEC-6 tox,KLF5 inh,HSP90 refold inh,HSF1 activator,AI-2 QS mod,aSyn 5UTR inh,HIF activator,Platelet DG rel,HDAC3 inhib
CCOc1ccc2nc(SCC(=O)Nc3cc4c(cc3C(C)=O)OCO4)[nH]c2c1,-4,4,0,1,4,20,5,0.5,-14,-2
Cc1ccccc1CC(=O)NCC1CCCCC1,3,2,-32,-1,7,3,-32,-1.0,1,-1
COc1ccc(N(CC(=O)NCCSc2ccccc2)S(=O)(=O)c2ccccc2)cc1OC,-4,-9,-46,8,11,15,-6,-0.5,3,/
c1ccc(NCc2ccncc2)cc1,1,0,-39,1,0,5,-6,-0.6,5,-1
CCOc1ccc(/C=C2\SC(=S)N(CCC(=O)O)C2=O)cc1,-60*,2,35,7,-62,32,115*,-2.3,1,-1
CC(C)CCN(C(=S)Nc1cccc(F)c1)C(C)c1cccs1 (stereo unspecified),-4,-2,-18,-2,-7,38,2,0.1,8,-7
CCCOC(=O)c1ccc(NC(=O)c2cccc(S(=O)(=O)N3CCN(C(C)=O)CC3)c2)cc1,-4,5,-6,-2,8,10,-2,0.4,1,6
COc1ccccc1CN1CC(C(=O)NCc2c(F)ccc(C)c2F)CCC1=O (stereo unspecified),24,-8,-105,-2,31,31,-72,1.7,-23,0
O=C(NCC1CCCO1)C(c1cccs1)N(C(=O)c1ccc(CN2CCOCC2)o1)c1ccc(Cl)cc1 (stereo unspecified),-2,1,2,-3,-6,10,5,0.2,-1,7
O=C(CSc1ccc2nnc(-c3cccc(F)c3)n2n1)N1CCCc2ccccc21,2,-6,-17,-3,-10,41,4,-0.3,2,/
CCC(=O)Nc1sc(C(=O)OC)c(C)c1C(=O)OC,-5,5,3,3,-2,19,34,/,-5,2
CC(C)C1OC(c2cccc(NC(=O)c3cccs3)c2)OCC1(C)C (stereo unspecified),-14,-4,-3,-3,-2,52,-1,-0.7,2,5
COC(=O)c1c(CSc2cccc(C)c2)noc1C(=O)NCc1ccco1,7,8,25,6,-1,11,-2,0.2,-1,3
Cc1ccc(-n2ncc3c(N4CCC5(CC4)OCCO5)ncnc32)c(C)c1,3,0,-28,-3,-6,3,20,0.1,-6,4
COc1ccc(CCNC(=O)c2cccc(NC(=O)CC3SC(N4CCCCC4)=NC3=O)c2)cc1OC (stereo unspecified),0,2,-19,-1,1,16,11,-0.3,0,0
COc1cc2c(cc1OC)C1=C(C#N)CCC(=NC(=O)c3ccc(Cl)cc3)N1CC2,-10,-1,6,3,-8,9,53,0.0,2,6
NC(=O)c1cc(-c2cccnc2)nc2ccc(Br)cc12,-6,-7,-29,0,5,43,5,-0.7,-10,6
OCC#CCSc1nnc(-c2ccc(Br)cc2)o1,-6,2,-42,1,4,25,-87,0.9,1,7
O=C(CCCN1C(=O)c2cccc3cccc(c23)C1=O)NC1CCS(=O)(=O)C1 (stereo unspecified),2,4,-12,-4,5,10,-5,-0.5,8,-14
CC(C)c1ccc(NC(=O)CSc2nc(-c3ccccc3F)nc3nc[nH]c23)cc1,-11,4,-15,-1,9,14,2,0.3,-9,-1
CCOC(=O)C1(Cc2cccc(OC)c2)CCN(Cc2cccn2-c2nccs2)CC1,-8,2,8,0,-5,22,-4,0.6,4,-5
CCNC(=S)NNC(=O)Cn1nc(C)cc1C,-2,0,-13,-2,14,34,-2,0.4,-9,-12
COc1cc(CNc2ccc(N3CCOCC3)c(C(=O)O)c2)ccc1OCC(N)=O,0,-6,-4,-1,2,5,-24,0.1,3,-6
CCCCn1c(N)c(N(CC(C)C)C(=O)c2ccco2)c(=O)[nH]c1=O,4,/,/,/,8,11,-10,0.1,0,-3
CCOc1ccc(-n2c(C)c(C(C)=O)c3cc(OCC(N)=O)ccc32)cc1,2,1,-44,-2,1,23,-1,0.3,-22,-5
CCOC(=O)CCSc1n[nH]c(=S)s1,2,4,16,5,3,11,1,0.1,24,4
c1ccc(-c2nn3c(Cn4cnc5ccccc54)nnc3s2)cc1,2,0,8,-1,5,7,24,0.1,6,10
COc1ccc(C(C(=O)NC2CCCC2)N(Cc2ccccc2)C(=O)CNC(=O)c2ccco2)cc1 (stereo unspecified),-2,-1,-19,-2,-5,4,-32,-0.5,1,3
Nc1nc(-c2ccco2)cs1,-3,-12,4,8,2,7,8,0.1,0,7
Cc1cccc(/N=C/c2c(O)c3ccccc3oc2=O)n1,-2,2,-14,1,7,20,10,0.9,2,-7
CSCC[C@H](NC(=O)OC(C)(C)C)C(=O)N/N=C/c1c(C)[nH]c(=O)[nH]c1=O,0,2,-21,0,3,21,16,0.0,5,3
